FID counter – fluorescent intercalator displacement, NS3 helicase counter-screen | inhibition, % at 7.9 µM | DNA fluorescent intercalator displacement, fluorescence | AID 1845 | hit rate 0.17% among 290,000; in the data active = inhibition above about 37%;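 also: 0% = vehicle and 100% = reference compound; higher means more ethidium bromide displaced from hairpin DNA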
IDE cell activ – activators of human insulin-degrading enzyme in cells. P14735. hit rate 0.073% among 340,000. HEK cells, FAbeta-B cleavage, fluorescence polarization; 0% vehicle, 100% cell-free pure enzyme wells. activation, % at 5.96 µM. AID 493087;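 active = activation above the mean of all tested compounds plus 3 SD, set per screening campaign, cut at about 17% in these data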
SUMO HTRF inh – SUMOylation inhibition | P63279 | HTRF SUMOylation assay, SAE1/SAE2 + UBC9, in vitro | inhibition, % at 35 µM | hit rate 0.36% among 290,000 | AID 2006; in the data active = inhibition above about 50%, passing the limit was not always enough; also: strong numbers were not always called active
Target sequence (P63279 whole entry, looked up): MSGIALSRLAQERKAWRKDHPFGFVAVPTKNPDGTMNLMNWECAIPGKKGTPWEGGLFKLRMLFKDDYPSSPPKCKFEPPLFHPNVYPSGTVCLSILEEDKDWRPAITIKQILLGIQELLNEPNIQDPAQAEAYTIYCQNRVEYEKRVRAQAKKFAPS
IDE cell inh – inhibitors of human insulin-degrading enzyme in cells; hit rate 0.41% among 320,000; AID 434962; inhibition, % at 5.59 µM; HEK cells, FAbetaB cleavage, fluorescence polarization; P14735;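 active = percent inhibition above the average of all tested compounds plus 3 SD, set per screening campaign, cut at about 16% in these data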;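 also: IDE supplied by intact live HEK cells; FP after avidin binding of uncleaved biotin substrate so inhibition keeps polarization high; 0% = DMSO wells and 100% = 60 µM reference IDE inhibitor Ii1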
M18AAP inhibitor – blocks P. falciparum M18 aspartyl aminopeptidase. inhibition, % at 7.35 µM. hit rate 1.2% among 290,000. recombinant PfM18AAP, H-Glu-NHMec fluorogenic cleavage. AID 1822;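 active = inhibition above the campaign mean inhibition over all tested compounds plus 3 SD, cut at about 28% in these data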;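 also: 0% = plate median of test compound wells and 100% = 2 mM ZnCl2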
NS3 helicase inh – HCV NS3 helicase inhibition; NS3 helicase DNA unwinding, Cy5 molecular beacon fluorescence; inhibition, % at 10.9 µM; hit rate 0.56% among 290,000; AID 1800;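 active = inhibition above the mean of all tested compounds plus 3 SD, set per campaign, cut at about 35% in these data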;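 also: 0% = DMSO wells and 100% = thioflavine S control wells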
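Compound dosing – single dose, 10.9 µM nominal final, DMSO 0.8% final · System – NS3 helicase fragment of HCV · Buffer or medium – MOPS pH 6.5, MgCl2, DTT, Tween20, BSA · Signal – Cy5 beacon fluorescence read at start and 1 h · Also added – annealed dual-labelled DNA beacon duplex, ATP-started · Schedule – 1 h at 25 °C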
VIM-2 inh – blocks Pseudomonas aeruginosa VIM-2 metallo-beta-lactamase. AID 1527. inhibition, % at 5.6 µM. purified VIM-2, nitrocefin hydrolysis, epi-absorbance fluorescence. hit rate 0.89% among 290,000;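 active = inhibition above the mean of all tested compounds plus 3 SD, cutoff set per screening run, cut at about 7.5% in these data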;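 also: red hydrolysis product quenches plate fluorescence so inhibitors raise well fluorescence; 0% = enzyme with DMSO and 100% = DMSO without enzyme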
pCIP destab – lowers stability of the mouse p/CIP coactivator protein | F442A p/CIP-EGFP cells, EGFP fluorescence, 16 h | AID 1984 | hit rate 0.01% among 290,000 | Q05BA5 | decrease of EGFP signal, % at 10 µM;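 active = EGFP signal decrease of at least 30% at 10 µM or well 3 SD below plate mean, unless failing retest; inactive = the rest, including hits failing retest or dose response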; also: some compounds called inactive have numbers as strong as hits; many of its hits are not listed in these tables
IMP-1 inh – blocks Pseudomonas aeruginosa IMP-1 metallo-beta-lactamase | hit rate 0.45% among 290,000 | purified IMP-1, nitrocefin hydrolysis, epi-absorbance fluorescence | inhibition, % at 5.6 µM | AID 1556;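 active = inhibition above the mean plus 3 SD of all compounds in the same screening run, cut at about 4.5% in these data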;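 also: 0% = IMP-1 with DMSO and 100% = DMSO wells lacking enzyme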
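system = purified recombinant IMP-1 beta-lactamase | amount = 0.2 nM IMP-1, as dispensed | medium = HEPES buffer pH 7.1 with ZnSO4 and Brij 35 | times = 25 °C, 15 min preincubation, 25 min reaction | detection = plate fluorescence quenching by hydrolysis product, ex 480/em 530 nm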
Starred values were filed as active, the others as inactive; nt = no result given.

Order of values – FID counter	IDE cell activ	SUMO HTRF inh	IDE cell inh	M18AAP inhibitor	NS3 helicase inh	VIM-2 inh	pCIP destab	IMP-1 inh
- CC(=O)N1CCN(C(=S)NC(=O)c2ccc(S(=O)(=O)N3CCOCC3)cc2)CC1
    -2	3	-2	0	-1	6	-2.5	-15	-3.9
- N#Cc1cccc(CN2CCCN(Cc3ccc(F)cc3)S2(=O)=O)c1
    -23	-1	-5	3	12	-3	-2.1	-4	-2.4
- O=C(Nc1cccc(C(=O)N2CCOCC2)c1)c1cccnc1
    1	3	6	-3	-2	-3	-3.8	-3	-1.0
- Clc1ccc(OCc2cn3cccnc3n2)c2ncccc12
    -9	4	28	nt	-3	-9	-1.4	-8	-2.7
- Cc1ccc(NC(=O)NCc2ccc3c(c2)OCO3)cc1C
    -1	2	15	0	-10	3	-1.0	0	-3.4
- C=CCN1C(=O)/C(=C2/Sc3ccccc3N2CCCS(=O)(=O)O)SC1=S
    -4	3	1	-1	-56	27	0.6	0	-2.2
- CC(=O)N(CCc1cccc(C)c1)Cc1cc2ccc(C)cc2[nH]c1=O
    -38	-5	10	2	-2	-2	-3.3	9	-3.5
- COc1cc(NC(=O)c2c(F)cccc2F)nc(OC)n1
    0	6	4	6	2	8	-0.2	-7	-1.6
- O=C(c1ccc(Br)cc1)N(Cc1nc2ccccc2c(=O)[nH]1)C1CCCC1
    -31	0	12	2	0	9	-3.1	-15	-3.5
- COc1ccc(C(=O)OCCN2CCOCC2)cc1
    0	4	1	4	-6	3	-2.1	-5	-1.3
- Cc1cccc(-c2nc(CS(=O)CC(=O)NC3CCCC(C)C3C)c(C)o2)c1 (configuration not stated)
    -42	-1	9	0	-12	4	-1.5	-2	-1.2
- CC(=O)NC(Cc1ccccc1C)C(=O)NC1CCN(c2nnnn2-c2ccccc2)CC1 (configuration not stated)
    -42	1	9	-1	-18	-7	1.4	-6	-1.8
- O=C(NCc1ccco1)c1cccc(NS(=O)(=O)c2cccc(F)c2)c1
    -4	2	8	0	5	-9	-1.8	-5	-2.4
- Cc1ccnc(SC2CC(=O)N(c3ccc(Br)cc3)C2=O)n1 (configuration not stated)
    -18	-5	-7	nt	12	9	-0.6	14	0.2
- COc1ccc(/C(C)=N/NC(=O)c2nnn(-c3nonc3N)c2-c2cccs2)cc1OC
    -12	4	31	-1	-5	-6	-1.4	-4	-1.9
- CC(=O)Nc1sc2c(c1C(c1ccncc1)N1CCOCC1)CCCC2 (configuration not stated)
    -30	6	-12	0	-12	12	-4.0	18	-2.8
- CCc1ccccc1NC(=O)NC1CCCCC1
    -4	2	10	-4	-3	3	-2.2	-22	0.5
- O=C(CSc1ccc(F)cc1)Nc1ccccc1N1CCOCC1
    -30	2	9	4	-10	-2	0.1	-5	-1.4
- O=C(/C=C/c1ccccc1)c1ccccn1
    -6	-5	13	-3	4	8	9.1*	-3	-1.3
- O=C(N/N=C/c1ccoc1)c1ccc(Cl)cc1
    -4	2	-27	-1	3	7	-4.0	7	-2.6
- N#Cc1cc2c(nc1SCc1cccnc1)CCCC2
    -11	-1	14	6	13	10	0.4	-19	-3.7
- COc1ccc(N=C2SCC(c3ccc([N+](=O)[O-])cc3)=NN2CCO)cc1
    -8	3	1	4	4	-9	-0.9	0	0.4
- CCOc1ccc(/C=N/NC(=S)NC2CC3CC2C2C=CCC32)cc1 (configuration not stated)
    -1	nt	-25	-5	2	3	-3.0	-14	-3.9
- CN(c1ccccc1)S(=O)(=O)c1cccc(NC(=O)c2cc3ccccc3oc2=O)c1
    1	3	-4	8	-10	5	1.5	-7	-0.1
- COCCN1CSC(=S)N(Cc2ccco2)C1
    2	-9	7	1	13	2	-2.9	1	-3.1
- Cc1cccc(-c2nc(CS(=O)CC(=O)NCCc3ccc(Cl)cc3)c(C)o2)c1 (configuration not stated)
    -34	6	-7	1	0	-2	-1.5	-9	-0.9
- O=C(O)C1CCCN(S(=O)(=O)c2ccc(-c3ccc(=O)[nH]n3)s2)C1 (configuration not stated)
    3	0	-4	1	-17	5	0.5	-13	-0.2
- NC(=O)CSc1nnc(Cc2csc(Nc3ccccc3)n2)n1Cc1ccccc1
    -35	1	-13	2	8	2	-2.8	3	-2.8
- CCNc1nc(NCC)nc(Oc2ccc(N)cc2)n1
    -4	2	-12	-3	-1	2	-1.0	-15	-2.2
- O=C(NCc1nc2ccccc2[nH]1)C1=C[C@@H](c2csc3ccccc23)C[C@@H](OCc2ccc(CO)cc2)O1
    -13	-4	-21	2	-1	-25	-4.8	3	-2.0

VIM-2 inh, hit marks shown above
| molecule | IDE cell activ | SUMO HTRF inh | IDE cell inh | M18AAP inhibitor | NS3 helicase inh | VIM-2 inh | pCIP destab | IMP-1 inh |
| --- | --- | --- | --- | --- | --- | --- | --- | --- |
| O=C(/C=C/c1ccccc1)c1ccccn1 | -5 | 13 | -3 | 4 | 8 | 9.1* | -3 | -1.3 |

(cont.)
Order of values – FID counter	IDE cell activ	SUMO HTRF inh	IDE cell inh	M18AAP inhibitor	NS3 helicase inh	VIM-2 inh	pCIP destab	IMP-1 inh
- CCOC(=O)c1ccc(NC(=S)N2CCSC2c2c(F)cc(F)cc2F)cc1 (configuration not stated)
    -4	3	8	-1	1	-4	-3.2	-3	-3.8
- CCCCN(C)CC(O)Cn1cc(/C=C/C(=O)c2ccc(OCC)cc2)c2ccccc21 (configuration not stated)
    22	nt	0	6	4	-62	-3.9	-9	-3.9
- CCOC(=O)CNC(=O)c1ccc(Cl)s1
    -2	-4	-15	2	0	-1	-1.5	-6	-2.1
- COc1cc(C(=O)NCc2ccco2)c(Br)c(OC)c1OC
    23	3	2	1	15	-6	-2.0	-1	3.9
- Cc1sc2ncnc(-n3nnc4ccccc43)c2c1C
    -7	-4	33	4	1	5	0.7	-15	-2.7
- O=C(c1ccc(C(F)(F)F)cc1)C1CCCN(C(=O)c2csnn2)C1 (configuration not stated)
    -5	-4	4	0	4	-10	-2.3	0	-1.8
- COc1ccccc1NC(=O)CSc1nnc(C2CCCCC2)n1C
    -18	5	14	1	1	-3	-2.2	-4	0.2
- [O-]c1c[n+](-c2ccc(-[n+]3cc([O-])on3)cc2)no1
    -2	1	20	0	-7	0	-1.9	-17	-3.8
- O=C(Cn1cnc2ccccc2c1=O)Nc1nnc(SCc2ccc(Cl)cc2)s1
    -1	5	10	4	-7	-2	0.0	-10	0.2
- Cc1ccc(OCCCCNC(C)c2ccccc2)c(C)c1 (configuration not stated)
    23	7	5	0	4	-67	-3.5	-1	-3.4
- CC(=O)Nc1ccc(N2C(=O)c3cccc(NC(C)=O)c3C2=O)cc1
    -1	1	-1	-1	1	3	-3.8	-4	-0.9
- CS(=O)(=O)N(CC(=O)N1CCN(Cc2ccccc2)CC1)c1ccc(F)cc1
    -15	1	0	3	0	0	-0.1	5	-2.6
- Cc1ccc(NC(=S)NCCc2c[nH]c3ccccc23)c(C)c1
    -17	-1	9	6	-11	3	-3.6	-14	-3.8
- COc1ccc(C2=NOC(C(=O)Nc3cccc(O)c3)C2)cc1 (configuration not stated)
    -6	3	-13	1	0	-14	0.4	12	0.1
- CC12CCC(C(=O)Nc3ccccc3N3CCOCC3)(CC1=O)C2(C)C (configuration not stated)
    -20	-4	9	1	4	-16	-1.7	-3	-1.7
- COc1ccc(NC(=O)C2(S(=O)(=O)c3ccc(C)cc3)CC2)cc1OC
    -17	5	-3	5	-3	-3	-1.3	-8	-4.0
- CCn1c(=O)cc(SCC(=O)NCCN2CCN(Cc3ccccc3)CC2)c2ccccc21
    15	-2	12	2	9	-5	-0.8	-10	-4.3
- Cc1ccc(C(=O)CCC(=O)Nc2ccccc2C)cc1C
    -15	-5	5	nt	1	3	-1.8	-10	-2.2
- Cc1cccc(C(=O)NNC(=O)c2ccc(O)cc2)c1
    -5	-1	-2	3	-1	12	-2.6	4	-5.1
- O=C1CS/C(=N/N=C/c2c[nH]c3ccccc23)N1
    -1	nt	13	-1	2	-9	-3.2	-4	-1.8
- Cc1nn(-c2ccccc2)c2nc(C(Cl)(Cl)Cl)[nH]c(=O)c12
    -7	5	16	-1	1	13	1.9	-3	-3.5
- O=C(O)c1cc(NCc2cccs2)ccc1N1CCOCC1
    0	8	-25	-7	-4	-9	-3.1	-2	-4.7
- CCC(=O)N1CCN(c2ccc(NC(=O)c3ccc([N+](=O)[O-])o3)cc2)CC1
    -3	4	-4	nt	8	-8	-4.4	-15	-3.2
- CCC1Sc2ccccc2N(CC(=O)NCCC(C)C)C1=O (configuration not stated)
    -15	3	21	-3	1	-2	0.4	-13	-3.5
- Cc1ccc(NC(=O)CCSc2ccccn2)cc1
    -3	-3	6	2	-7	7	-4.3	-3	-3.5
- CC(=O)N1CCN(S(=O)(=O)c2cccc(C(=O)NC3CCC(C)CC3)c2)CC1 (configuration not stated)
    -5	4	5	3	1	2	-6.8	-5	-3.9
- O=C1NC(Cc2ccccc2)C(=O)N1Cc1cc([N+](=O)[O-])cc2c1OCOC2 (configuration not stated)
    9	4	-10	-2	4	2	-0.2	4	-2.0
- COc1ccc(Nc2nnc(SCC(=O)Nc3ccc4[nH]c(=O)[nH]c4c3)s2)cc1
    0	-3	25	0	-6	13	0.5	-14	-2.8
- N/C(=N/OC(=O)c1ccc(Cl)cc1)c1ncc([N+](=O)[O-])s1
    -1	nt	13	-2	-2	-9	-1.1	-13	-0.7
- CC(=O)Nc1cccc(C(=O)OCCCOc2ccc(F)cc2)c1
    -27	4	8	-5	-11	-5	1.4	0	0.4

The list goes on:
Order of values – FID counter	IDE cell activ	SUMO HTRF inh	IDE cell inh	M18AAP inhibitor	NS3 helicase inh	VIM-2 inh	pCIP destab	IMP-1 inh
- Cc1ccc(NC(=O)CSc2nc(O)cc(=O)n2-c2ccc(C)cc2)cc1
    -32	1	nt	5	0	48*	0.6	-10	-0.2
- CC(C)(C)c1nc(Sc2ccc([N+](=O)[O-])cn2)n[nH]1
    0	7	23	0	-2	-7	-1.2	-2	-1.7
- Cn1c(/C(C#N)=C/c2ccc(O)cc2)nc2ccccc21
    0	-2	12	-1	-15	15	1.6	-4	0.9
- O=C(NNC(=O)c1cccs1)Nc1cccc(Cl)c1
    0	2	-24	9	60*	5	-1.4	0	-1.4
- Cc1nn(S(=O)(=O)c2ccc([N+](=O)[O-])cc2)c(C)c1Sc1ccccc1
    -1	2	nt	0	-1	0	-6.9	nt	-1.7
- Fc1ccccc1N1CCN(c2nc3ccccc3n3nnnc23)CC1
    3	3	20	0	-7	-1	0.0	-13	-2.9
- COc1cccc(C2c3c(oc4ccc(F)cc4c3=O)C(=O)N2CCN2CCOCC2)c1OC (configuration not stated)
    -6	9	8	4	-7	-3	8.1*	-4	0.0
- Cn1c(SCC(=O)Nc2ccccc2F)nnc1-c1cccnc1
    -3	-4	0	3	-3	-4	0.2	-6	0.2
- O=c1c2[nH]c3ccc(Cl)cc3c2ncn1CCN1CCCCC1
    6	4	-1	0	4	4	1.3	-20	0.7
- COc1cc(/C=N/NC(=O)c2cc(-c3cccn3C)n[nH]2)cc(OC)c1OC
    -24	3	-4	-6	1	4	-1.5	-20	-1.2
- CCOC(=O)/C(=N\Nc1ccccc1Cl)N1CCN(Cc2ccccc2)CC1
    2	7	-7	0	5	-6	-2.1	-3	-2.0

Bioassay records as filed in PubChem.
